High-throughput results from PubChem.
TRPC4 act: opens the mouse TRPC4 cation channel. 310,000 compounds, 0.49% hits. HEK293 TRPC4beta/mu-opioid, Fluo4 calcium fluorescence; hits give high values. B-score at 10 µM;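 active = B-score above 5 SD of library B-scores, and initial fluorescence ratio not above library mean plus 5 SD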;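 note: positive B-score marks a calcium rise read as TRPC4 activation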
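Assay system: HEK293 stable line with TRPC4beta plus mu-opioid receptor; schedule: 45 min room-temperature Fluo4 loading, 110 s read; technique: kinetic Fluo4 calcium fluorescence; evaluation: integrated baseline-normalised fluorescence ratio, converted to per-well B score; controls: buffer (low) and maximal DAMGO (high)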
MrgX1 antagonist: blocks BAM8-22 activation of human MrgX1 receptor; MRGX1-HEK293 calcium flux, Fluo-4, BAM8-22 antagonism; hits give low values; B-score at 10 µM; 310,000 compounds, 1.3% hits; AID 588676;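 active = calcium-response B-score plate-corrected more than 3 library SD below zero, starting fluorescence within 5 deviations, no agonist response on first addition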;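 note: peak minus trough fluorescence over baseline after final BAM8-22 challenge near maximal dose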
Target sequence (Q96LB2 whole entry, looked up): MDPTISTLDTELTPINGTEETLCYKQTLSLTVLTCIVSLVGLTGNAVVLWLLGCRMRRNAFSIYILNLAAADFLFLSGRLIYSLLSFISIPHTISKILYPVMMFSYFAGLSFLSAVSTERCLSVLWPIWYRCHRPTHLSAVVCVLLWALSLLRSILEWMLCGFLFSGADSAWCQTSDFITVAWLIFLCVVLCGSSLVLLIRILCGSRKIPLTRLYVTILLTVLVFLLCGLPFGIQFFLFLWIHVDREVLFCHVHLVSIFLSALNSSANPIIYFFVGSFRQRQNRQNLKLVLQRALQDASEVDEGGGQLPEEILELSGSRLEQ
TRPC6 activator: activates the mouse TRPC6 cation channel; Q61143; HEK293-TRPC6 membrane potential dye fluorescence; hits give high values; B-score at 10 µM; 310,000 compounds, 0.13% hits; AID 2550;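 active = B-score of the integrated fluorescence ratio above library mean plus 3 SD, and starting fluorescence ratio within library mean plus 5 SD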;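 note: higher score means more depolarization so channel activation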
MrgX1 agonist: human MrgX1 receptor agonism, primary screen; Q96LB2; MrgX1-HEK293 cells, Fluo-4 calcium fluorescence, agonist mode; hits give high values; B-score at 10 µM; 310,000 compounds, 0.44% hits; AID 588627;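 active = calcium response B-score plate-corrected fluorescence ratio at least 3 library SD, with starting fluorescence B-score inside 5 SD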
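times = overnight plating, then 30 min 37 °C plus 30 min room-temperature dye loading | assay system = stable human MrgX1 HEK293 cell line | input = fifteen thousand cells per well | signal = kinetic calcium dye fluorescence, Fluo-4 NW | dosing = compound delivered in addition one of three | read-out = B-scored fluorescence response ratio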
MrgX1 PAM: human MrgX1 positive allosteric modulation, primary screen; Q96LB2; B-score at 10 µM; 310,000 compounds, 0.63% hits; MrgX1-HEK293, Fluo-4 calcium flux, FDSS; hits give high values; AID 588675;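 active = plate-corrected calcium response at least 3 library SD above typical, normal starting fluorescence, not activating the receptor alone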;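 note: compound read alongside a low EC10 to EC30 dose of BAM8-22 agonist; peak minus trough fluorescence over baseline measured at the second addition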
RGS4 inh: human RGS4 inhibition; 310,000 compounds, 0.45% hits; HEK293 M3R/RGS4 inducible, Fluo-4 calcium flux; hits give high values; triggered by carbachol at its EC20; AID 463165; B-score at 10 µM;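 active = B-score, a plate-corrected calcium signal, over three deviations above library mean, with baseline fluorescence within five deviations of library mean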;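 note: RGS4 expression induced by doxycycline in cells with stable M3 receptor; B-score is computed from the integrated fluorescence ratio over baseline after carbachol; higher B-score means a larger calcium signal and so more RGS4 inhibition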
Target sequence (P49798 whole entry, looked up): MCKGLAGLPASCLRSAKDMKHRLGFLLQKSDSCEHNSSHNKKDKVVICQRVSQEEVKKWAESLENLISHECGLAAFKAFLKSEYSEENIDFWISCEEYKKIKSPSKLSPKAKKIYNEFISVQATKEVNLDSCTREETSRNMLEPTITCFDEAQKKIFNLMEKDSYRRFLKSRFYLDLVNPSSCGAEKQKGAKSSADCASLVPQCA
TRPC4 inh: TRPC4 (mouse) channel inhibition | AID 2247 | Q9QUQ5 | B-score at 10 µM | HEK293 TRPC4beta/mu-opioid, DAMGO-evoked Fluo4 calcium flux; hits give low values | 300,000 compounds, 0.39% hits;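 active = B-score over 3 SD under the library average, no early fluorescence shift, positive overall ratio signal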
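Assay system: TRPC4beta/mu-opioid receptor HEK293 cell line; compound dosing: single concentration per test compound; detection: Fluo4 Ca2+ flux fluorescence; evaluation: per-well B score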
ANO1 block: blocks the mouse calcium-activated chloride channel TMEM16A; Q8BHY3; HEK293 TMEM16A/YFP iodide influx fluorescence, ionomycin; normalized B-score (activity score, 25-100; higher = stronger inhibition) at 10 µM; 310,000 compounds, 1.2% hits;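 active = ratio plate-corrected score three or more library SD toward inhibition, starting fluorescence score within five deviations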;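 note: score derived from kinetic fluorescence span divided by baseline fluorescence per well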
ANO1 activ: mouse TMEM16A channel activation, primary screen; Q8BHY3; HEK293 TMEM16A/YFP-H148Q/I152L, iodide quench fluorescence; hits give low values; B-score at 10 µM; 340,000 compounds, 0.3% hits; AID 623877;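 active = fluorescence-ratio B-score plate-corrected deviation score at least 3 library SD below zero, with starting fluorescence score within 5 deviations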;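 note: channel opened by trigger with iodide after compound preincubation; score built on the fluorescence ratio of max minus min over baseline; more negative score means more quench and so TMEM16A activation or potentiation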
TRPC4 potent: TRPC4 (mouse) allosteric potentiation | AID 2227 | 310,000 compounds, 0.42% hits | Q9QUQ5 | B-score at 10 µM | HEK293 TRPC4beta/mu-opioid, DAMGO EC20, Fluo-4 Ca2+ flux; hits give high values;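 active = B-score of calcium response area above 5 SD of library B-scores, with initial fluorescence ratio within 5 SD of library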;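 note: B-score of integrated fluorescence ratio over time as area under calcium response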
TRPC6 inh: mouse TRPC6 channel inhibition. B-score at 10 µM. HEK293-TRPC6, membrane potential dye, ACh-evoked depolarization; hits give low values. AID 2553. 310,000 compounds, 1.1% hits. Q61143;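 active = B-score under library mean minus 3 SD, initial fluorescence not abnormally high, positive integrated signal ratio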;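 note: B-score derived from integrated fluorescence ratio over the kinetic read; more negative B-score means stronger inhibition of depolarization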
Starred values were filed as active, the others as inactive; i = inactive; . = not tested or not shown.

Each structure is followed by: TRPC6 activator	TRPC4 inh	TRPC4 act	ANO1 activ	MrgX1 agonist	ANO1 block	TRPC6 inh	MrgX1 PAM	TRPC4 potent	RGS4 inh	MrgX1 antagonist
- Cc1ccc(C(=O)NC(C)c2ccncc2)o1 (configuration not stated)
    i	i	i	i	i	i	i	i	i	i	i
- CCOC(=O)N1CCN(S(=O)(=O)c2ccc(OC)c(Cl)c2)CC1
    i	i	i	i	i	i	i	i	i	i	i
- COc1ccc(Nc2n[nH]c(C)c2[N+](=O)[O-])cc1
    i	i	i	i	i	i	i	i	i	i	i
- COc1ccc(S(=O)(=O)N(Cc2ccc(OC)c(OC)c2)Cc2ccco2)cc1
    i	i	i	i	i	25*	i	i	i	i	i
- COc1cc(NC(=O)N[C@@H](CCSC)C(=O)O)cc(OC)c1
    i	i	i	i	i	i	i	i	i	i	i
- O=C(O)CSc1nnc(-c2cccc(S(=O)(=O)N3CCCCC3)c2)o1
    i	i	i	i	i	i	i	i	i	i	i
- NC(=O)COC(=O)c1cc(-c2cccs2)nn1-c1ccccc1
    i	.	i	i	i	i	i	i	i	i	i
- CC1(C)CC(=O)C2=C(C1)N(Cc1ccccc1)C(=O)C2(O)C(F)(F)F (configuration not stated)
    i	i	i	i	i	i	i	i	i	i	i
- O=C(NCCCN1CCOCC1)c1cccnc1
    i	i	i	i	i	i	i	i	i	i	i
- Brc1ccccc1-c1nnc(CSc2nncn2-c2ccccc2)o1
    i	i	i	i	i	i	i	i	i	i	i
- COc1cccc(OCC(O)CN2CCC(CN3C(=O)c4cccc5cccc(c45)C3=O)CC2)c1 (configuration not stated)
    i	i	i	i	i	i	-10*	i	i	i	i
- CC1CN(C(=O)c2cc3ccccc3cc2O)CC(C)O1 (configuration not stated)
    i	i	i	i	i	i	i	i	i	i	i
- COc1ccc(NC(=O)CN(C)C(=O)CSc2ccc3c(c2)OCCO3)cc1
    i	i	i	i	i	i	i	i	i	i	-5.2*
- NS(=O)(=O)c1ccc(NS(=O)(=O)c2ccc(NC(=S)Nc3ccccc3)cc2)cc1
    i	i	i	i	i	i	i	i	i	i	i
- COc1ccc(CNc2nc(SC)n[nH]2)cc1OC
    .	.	.	i	i	i	.	i	.	.	i
- Cc1cc(-c2ccccc2)nc(N(C)NC(=O)C2CC2)c1S(C)(=O)=O
    i	i	i	i	i	i	i	i	i	i	i
- Cc1ccc(C)n1-c1nnc(N2CCC(C(=O)NCCCN3CCN(C)CC3)CC2)s1
    i	i	i	i	i	i	i	i	i	i	i
- CCCNC(=O)c1ccc2c(c1)nc(C)n2-c1cccc(Cl)c1
    i	i	i	i	i	i	i	i	i	i	i
- COc1ccc(C(C)N2CC34C=CC(O3)C(C(=O)O)C4C2=O)cc1 (configuration not stated)
    i	i	i	i	i	i	i	i	i	i	i
- CC(C)NS(=O)(=O)c1ccc(NC(=O)C2CCCCC2)cc1
    i	i	i	i	i	i	i	i	i	i	i
- O=C(COC(=O)c1cccc(O)c1)NC(=O)Cc1ccccc1
    i	i	i	i	i	i	i	i	i	i	i
- Cc1ccc(C)c2sc(N3CCN(C(=O)c4ccc([N+](=O)[O-])o4)CC3)nc12
    i	i	i	i	i	i	i	i	i	i	-7.5*
- Cc1sc2nc(Cc3ccccc3)[nH]c(=O)c2c1-c1ccccc1
    i	i	i	i	i	i	i	i	i	i	i
- NC(=O)NNc1ncc(C(F)(F)F)cc1Cl
    i	i	i	i	i	i	i	i	i	i	i
- Cn1ncc(Cl)c1C(=O)Nc1sc2c(c1C(N)=O)CCC2
    i	i	i	i	i	i	i	i	i	i	i
- CCOC(=O)c1cc(C#N)c(SC)nc1-c1ccccc1
    i	i	i	i	i	i	i	i	i	i	i
- CCc1cccc(NC(=O)C2CCCN(S(=O)(=O)c3cccs3)C2)c1 (configuration not stated)
    i	i	i	i	i	i	i	i	i	i	i
- CC(=O)Nc1sc(C)c(C)c1CN1CCN(Cc2ccccc2)CC1
    i	i	i	i	i	i	i	i	i	i	i
- O=C(CCn1ccnc1)Nc1nc2ccccc2[nH]1
    i	i	i	i	i	i	i	i	i	i	i
- O=C(NCCCl)NNC(=O)c1cc2ccccc2cc1O
    i	i	i	i	i	i	i	i	i	i	i
- Cc1ccc(C2CC(c3ccc(Br)cc3)=NN2C(=O)CSC2=NN3CCCC(=O)N=C3S2)cc1 (configuration not stated)
    i	i	i	i	i	i	i	i	i	i	i
- CCCCCOc1ccc(CSC(=N)N)cc1[N+](=O)[O-]
    i	i	i	i	49*	i	-7.6*	i	i	i	i
- Cc1nnc(SCC(=O)NC23CC4CC(CC(C4)C2)C3)s1
    i	i	i	i	i	i	i	i	i	i	i
- O=C1NC(=S)N(C(=O)c2ccc(F)cc2)/C1=C/c1cccnc1
    i	i	i	i	i	i	i	i	i	i	i
- CCOc1ccc(Cc2nnc(SCC(=O)Nc3ccc(OC)cc3)n(N)c2=O)cc1
    i	i	i	i	i	i	i	i	i	i	i
- Cc1ccc(C)c(NS(=O)(=O)c2c(C)nc3sccn3c2=O)c1
    i	i	i	i	i	i	i	i	i	i	i
- Cn1nnnc1SCC(=O)Nc1cccc(S(=O)(=O)N2CCCC2)c1
    i	i	i	i	i	i	i	i	i	i	i
- Cn1/c(=N/NC(=O)c2ccccc2Br)sc2ccccc21
    i	i	i	i	i	i	i	i	i	i	i
- O=C(NCCc1ccccc1)C(=O)c1c[nH]c2ccccc12
    i	i	i	i	i	i	i	i	i	i	i
- CCN(CC)CC#CCC(C)(c1ccccc1)c1ccccc1
    i	i	i	i	i	i	-5*	i	i	i	i
- O=C(CCCSc1ccccc1)Nc1cccc(CO)c1
    i	i	i	i	i	i	i	i	i	i	i
- COc1ccccc1NS(=O)(=O)c1ccc(OC)c([N+](=O)[O-])c1
    i	i	i	i	i	i	i	i	i	i	i
- O=C(/C=C/Nc1ccc(S(=O)(=O)Nc2ncccn2)cc1)c1ccc(Cl)c(Cl)c1
    i	i	i	i	i	i	i	i	i	i	i
- Cc1ccc(NC(=O)[C@H](Cc2ccccc2)NC(=O)[C@@H]2Cc3ccccc3CN2)c(C)c1
    i	i	i	i	i	i	i	i	i	i	i
- Cc1ccc(C(=O)NCCCNC(=O)c2ccco2)cc1
    i	i	i	i	i	i	i	i	i	i	i
- O=C(Nc1ccccc1)[C@@H]1CC=C[C@@H]2CCN(Cc3ccc(Cl)c(Cl)c3)C(=O)[C@@H]21
    i	i	i	i	i	i	i	i	i	i	i
- Cc1nn(CC(=O)N2CCCCCC2)c(=O)c2cc3occc3n12
    i	i	i	i	i	i	i	i	i	i	i
- Cc1cccc(CCNC(=O)c2cc(=O)[nH]c3ccc(Br)cc23)c1
    i	i	i	.	i	i	i	i	i	i	i
- CS(=O)(=O)N1CCC(C(=O)Nc2c(F)cccc2F)CC1
    i	i	i	i	i	i	i	i	i	i	i
- Cc1ccc([N+](=O)[O-])cc1NC(=O)C(C)N1CCCCC1 (configuration not stated)
    i	i	i	i	i	i	i	i	i	i	i
- Cn1ncc2c(Sc3ccc(Cl)cc3)ncnc21
    i	i	i	i	i	i	i	i	i	i	i
- COc1ccc(OC)c(NC(=O)CN(c2ccc(OC)c(Cl)c2)S(C)(=O)=O)c1
    i	i	i	i	i	i	i	i	i	i	i
- Cc1ccc(NC(=O)CN(C)C(=O)C(C)OC(=O)c2ccccc2NCCO)cc1 (configuration not stated)
    i	i	i	i	i	i	i	i	i	i	i
- CCCOc1ccc(C2c3c(oc4ccccc4c3=O)C(=O)N2CCCN2CCOCC2)cc1 (configuration not stated)
    i	i	i	i	i	i	i	i	i	i	i
- CN(C)S(=O)(=O)n1cc(/C=C(\NC(=O)c2ccccc2)C(=O)N2CCCC2)c2ccccc21
    i	i	i	i	i	i	i	i	i	i	i
- COCCn1c(SCC(=O)Nc2cc(C)on2)nc2c(c1=O)SC(C)C2 (configuration not stated)
    i	i	i	i	i	i	i	i	i	i	i
- Cc1ccc(N/C=C/C(=O)c2ccccc2)cc1Br
    i	i	i	i	i	i	i	i	i	i	i
- CCOC(=O)c1ccc(NS(=O)(=O)c2c(C)nc3sccn3c2=O)cc1
    i	i	i	i	i	i	i	i	i	i	i
- CCOC(=O)c1c(S(=O)(=O)NCC(=O)Nc2ccc(C)cc2)c(C)n(C)c1C
    i	i	i	i	i	i	i	i	i	i	i
- CCCN1C(=O)/C(=C/c2ccc(C)o2)SC1=Nc1ccc(OCC)cc1
    i	i	i	i	i	i	i	i	i	i	i

Going on with the list:
Each structure is followed by: TRPC6 activator	TRPC4 inh	TRPC4 act	ANO1 activ	MrgX1 agonist	ANO1 block	TRPC6 inh	MrgX1 PAM	TRPC4 potent	RGS4 inh	MrgX1 antagonist
- O=C(O)C1CCCCC1C(=O)Nc1ccc(F)c(F)c1 (configuration not stated)
    i	i	i	i	i	i	i	i	i	i	i
- CCS(=O)(=O)Nc1cccc(C2=NN(S(=O)(=O)c3ccccc3)C(c3ccco3)C2)c1 (configuration not stated)
    i	i	i	i	i	i	i	i	i	i	i
- Cc1oc2ccc(Br)cc2c(=O)c1-c1nn[nH]n1
    i	i	i	i	i	i	i	i	i	i	i
- Cc1cc(F)ccc1S(=O)(=O)N1CCCOC1CNC(=O)C(=O)NCCN1CCOCC1 (configuration not stated)
    i	i	i	i	i	i	i	i	i	i	i
- NC(=O)COC(=O)CSc1cccc2cccc(Cl)c12
    i	i	i	i	i	i	i	i	i	i	i
- COC(=O)[C@@]12CCCCN1[C@H](c1ccc(-c3ccc(OC)cc3)cc1)[C@H]1C(=O)N(C)C(=O)[C@H]12
    i	i	i	i	i	i	i	i	i	i	i
- O=C(Nc1nc(-c2ccccc2)cs1)C1CCCN(S(=O)(=O)c2cccc([N+](=O)[O-])c2)C1 (configuration not stated)
    i	i	i	i	i	i	i	i	i	i	i
- CC1CC(C)CN(S(=O)(=O)c2ccc3c(c2)NC(=O)C(C)C(=O)N3)C1 (configuration not stated)
    i	i	i	i	i	i	i	i	i	i	i

Not a hit list; overall some 5.8% were active at least once.
